Tcruzi prolif – inhibitors of T. cruzi proliferation. T. cruzi beta-gal in NIH3T3, GalScreen luminescence, 90 h. inhibition, % at 8.34 µM. actives 5.9% (n = 77,000);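 active = mean inhibition above about 93%, with at least 55% of replicates each passing it, limit read from the data, passing the limit was not always enough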
C diff growth – inhibitors of Clostridium difficile growth; Clostridium difficile clinical isolate growth, OD600, 24 h; hits give low values; growth activity, negative = inhibition, % at 16 µg/mL (by protocol); actives 0.25% (n = 86,000); AID 1259249;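 active = mean growth activity at or below -80% and every replicate also at or below -80%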;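 note: 0% = DMSO wells and -100% = levofloxacin 16 µg/mL wells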
Pf Dd2 growth – blocks growth of Plasmodium falciparum Dd2 parasites | actives 2.3% (n = 94,000) | P. falciparum Dd2 growth, SYBR Green, 72 h; hits give low values | activity change, % at 10 µM; in the data active = activity change below about -80%
GASC1 inh – inhibitors of human demethylase GASC-1 KDM4C | Q9H3R0 | GST-KDM4C 2-372, H3K9me3 peptide, LANCE TR-FRET | inhibition, % at 12.5 µM | actives 0.15% (n = 96,000);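 active = mean replicate inhibition above about 25%, with at least 55% of replicates also reaching it, limit read from the data, passing the limit was not always enough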
Target sequence (Q9H3R0 2-372 limits assumed): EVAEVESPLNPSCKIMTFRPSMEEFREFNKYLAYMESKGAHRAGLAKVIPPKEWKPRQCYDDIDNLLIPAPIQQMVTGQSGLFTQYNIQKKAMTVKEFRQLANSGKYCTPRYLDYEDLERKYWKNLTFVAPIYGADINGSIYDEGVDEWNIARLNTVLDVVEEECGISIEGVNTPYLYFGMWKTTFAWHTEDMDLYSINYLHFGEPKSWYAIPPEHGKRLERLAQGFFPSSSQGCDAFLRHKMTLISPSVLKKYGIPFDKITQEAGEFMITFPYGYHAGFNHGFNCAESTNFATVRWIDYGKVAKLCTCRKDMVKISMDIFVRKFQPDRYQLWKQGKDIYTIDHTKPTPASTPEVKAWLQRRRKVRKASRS
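System: N-terminal GST-fused human GASC-1 (KDM4C) fragment, residues 2-372 / Amount: 10 nM GST-KDM4C in enzyme reaction / Also added: H3K9me3 peptide with Fe(II)/2OG / Times: 30 min demethylation and 1 h detection at room temperature / Signal: LANCE TR-FRET / Read-out basis: Fall in 671/618 emission ratio as inhibition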
The depositor's hits bear a star; / = not tested or not shown; & = joins results of further samples.

Preview, five compounds:
SMILES	Tcruzi prolif	C diff growth	Pf Dd2 growth	GASC1 inh
C[C@@H]1CN([C@H](C)CO)C(=O)Cc2cc(NC(=O)Nc3cccc4ccccc34)ccc2O[C@@H]1CN(C)S(=O)(=O)c1cccs1	-26.2	-0.6	18.5	2.7
CCCN1C[C@H](C)[C@H](OC)CN(C)C(=O)c2cc(NS(C)(=O)=O)ccc2OC[C@@H]1C	-18.0	3.7	-9.5	0.3
CN1c2ccc(C#Cc3cccnc3)cc2[C@H]2[C@H](CCN2C(=O)CN2CCOCC2)[C@@H]1CO	24.0	6.3	-17.8	1.1
C[C@@H]1CN([C@H](C)CO)C(=O)c2cccc(NC(=O)C3CCOCC3)c2O[C@@H]1CN(C)Cc1ccc(-c2ccccc2)cc1	18.3	1.7	-20.5	0.7
O=C(C[C@H]1CC[C@H]2[C@@H](COC[C@H](O)CN2Cc2cccc(C(F)(F)F)c2)O1)NCc1ccc(Cl)cc1	127.8*	33.8&15.7	-14.1	-1.0

The whole of this part, from the first entry:
SMILES	Tcruzi prolif	C diff growth	Pf Dd2 growth	GASC1 inh
C[C@@H]1CN([C@H](C)CO)C(=O)Cc2cc(NC(=O)Nc3cccc4ccccc34)ccc2O[C@@H]1CN(C)S(=O)(=O)c1cccs1	-26.2	-0.6	18.5	2.7
CCCN1C[C@H](C)[C@H](OC)CN(C)C(=O)c2cc(NS(C)(=O)=O)ccc2OC[C@@H]1C	-18.0	3.7	-9.5	0.3
CN1c2ccc(C#Cc3cccnc3)cc2[C@H]2[C@H](CCN2C(=O)CN2CCOCC2)[C@@H]1CO	24.0	6.3	-17.8	1.1
C[C@@H]1CN([C@H](C)CO)C(=O)c2cccc(NC(=O)C3CCOCC3)c2O[C@@H]1CN(C)Cc1ccc(-c2ccccc2)cc1	18.3	1.7	-20.5	0.7
O=C(C[C@H]1CC[C@H]2[C@@H](COC[C@H](O)CN2Cc2cccc(C(F)(F)F)c2)O1)NCc1ccc(Cl)cc1	127.8*	33.8&15.7	-14.1	-1.0
C[C@@H]1CCCCO[C@H](CN(C)CC2CC2)[C@H](C)CN([C@@H](C)CO)C(=O)c2cc(NC(=O)Nc3cccc4ccccc34)ccc2O1	81.1	3.9	-79.7	-2.2
CC(C)C#Cc1cnc2c(c1)C(=O)N([C@@H](C)CO)C[C@@H](C)[C@@H](CN(C)S(=O)(=O)c1cn(C)cn1)O2	18.2	-0.8	26.5	2.4
CCCNC(=O)C[C@@H]1C[C@H]2c3cc(NC(=O)c4ccc5c(c4)OCO5)ccc3O[C@H]2[C@@H](CO)O1	/	1.9	-0.9	-2.3
Cc1ccc(S(=O)(=O)N(C)C[C@@H]2OCCCC[C@@H](C)Oc3ccc(NC(=O)Nc4ccccc4)cc3C(=O)N([C@@H](C)CO)C[C@H]2C)cc1	46.4	0.4	-66.8	5.2
C[C@@H]1CN([C@@H](C)CO)S(=O)(=O)c2ccc(-c3ccccc3F)cc2O[C@@H]1CN(C)C(=O)C1CC1	89.7	-14.7	-8.4	-0.2
CCC(=O)N1CC[C@@H]2[C@@H](CO)Nc3ccc(C#Cc4ccc(F)cc4)cc3[C@@H]21	82.1	5.9	6.0	-1.4
COc1ccccc1CNC(=O)C[C@@H]1C[C@H]2c3cc(N(C)C)ccc3O[C@H]2[C@H](CO)O1	43.8	-8.0	-14.0	/
CO[C@H]1CN(C)C(=O)c2ccc(NC(=O)c3cnccn3)cc2OC[C@@H](C)N(C(C)=O)C[C@@H]1C	23.2	-5.2	7.3	1.3
Cc1ccc(S(=O)(=O)Nc2ccc3c(c2)CC(=O)N([C@@H](C)CO)C[C@H](C)[C@@H](CN(C)C(=O)Nc2ccc(F)cc2)O3)cc1	17.5	-1.3	-58.9	5.0
C[C@H]1CN([C@@H](C)CO)C(=O)Cc2cc(NC(=O)c3ccncc3)ccc2O[C@H]1CN(C)Cc1ccc(C(=O)Nc2ccccc2N)cc1	78.2	-3.7	-45.2	0.6
COc1ccc(-c2ccc3c(c2)[C@@H]2[C@@H](CCN2C(=O)Cc2ccccc2)[C@H](CO)N3C)cc1	23.5	8.0	-21.2	-1.6
C[C@@H]1CN([C@H](C)CO)S(=O)(=O)c2ccc(C#CCN(C)C)cc2O[C@H]1CN(C)C(=O)C1CCC1	100.2*	-0.9	-7.4	1.0
CO[C@H]1CC[C@@H]2CCOc3ccc(C#N)cc3C(=O)N(C)[C@@H](C)C(=O)N(C)C[C@H]1O2	16.1	-2.1	/	-1.3
C[C@@H]1CN([C@H](C)CO)C(=O)c2cc(NS(=O)(=O)c3ccc(Cl)cc3)ccc2O[C@@H](C)CCCCO[C@@H]1CN(C)C(=O)CCCN(C)C	2.9	-2.7	12.6	4.4
CCC(=O)Nc1ccc2c(c1)OC[C@@H](C)N(CC1CCCCC1)C[C@H](C)[C@@H](OC)CN(C)C2=O	-3.9	-1.6	-11.5	1.3
CCCN(C)C[C@H]1Oc2ncc(Br)cc2C(=O)N([C@@H](C)CO)C[C@H]1C	-2.7	10.8	-18.4	0.4
CO[C@H]1CN(C)C(=O)c2cc(NC(C)=O)ccc2OC[C@@H](C)N(S(=O)(=O)c2cn(C)cn2)C[C@@H]1C	0.6	/	18.3	1.2
CCCC(=O)Nc1ccc2c(c1)C(=O)N(C)[C@H]1CC[C@@H](CC(=O)N3CCCCC3)O[C@@H]1CO2	34.2	-1.4	1.3	2.3
CCS(=O)(=O)N1CC2(C1)[C@@H](c1ccccc1)[C@@H](CO)N2C(=O)C1CCCC1	/	1.7	4.2	1.1
COc1ccc(S(=O)(=O)N(C)C[C@H]2OCCCC[C@H](C)Oc3ccc(NS(=O)(=O)c4cccs4)cc3C(=O)N([C@H](C)CO)C[C@@H]2C)cc1	-0.6	-3.8	-48.2	-1.2
CNC(=O)C[C@@H]1CC[C@@H]2[C@H](COc3ccc(NS(=O)(=O)c4ccccc4C)cc3C(=O)N2C)O1	34.8	1.5	3.1	-0.6
C[C@@H]1CN([C@@H](C)CO)C(=O)c2cc(NC(=O)c3ccncc3)ccc2O[C@@H](C)CCCCO[C@@H]1CN(C)C	85.3	0.1	-0.6	1.2
N#C[C@H]1[C@H](c2ccc(C#CC3CCCC3)cc2)[C@@H](CO)N1C(=O)Cc1ccccn1	/	-14.5	-62.4	1.9
C[C@H]1CN([C@@H](C)CO)S(=O)(=O)c2ccc(-c3ccc(C#N)cc3)cc2O[C@H]1CN(C)Cc1cccc(F)c1	/	10.9	1.7	-1.4
COc1cccc(C#Cc2cnc3c(c2)C(=O)N([C@@H](C)CO)C[C@H](C)[C@H](CN(C)C(=O)C2CC2)O3)c1	61.8	/	-11.7	-1.2
C[C@@H]1CN([C@@H](C)CO)C(=O)c2cccc(NC(=O)Nc3ccc4c(c3)OCO4)c2O[C@H]1CN(C)C(=O)Nc1ccc(F)cc1	20.3	-2.1	8.0	13.1
O=C(NCC[C@H]1CC[C@H](NS(=O)(=O)c2cccc(F)c2)[C@@H](CO)O1)C1CCOCC1	/	1.3	/	0.7
C[C@H]1CN([C@@H](C)CO)C(=O)c2cc(NC(=O)Nc3ccc4c(c3)OCO4)ccc2O[C@H]1CN(C)S(=O)(=O)c1cccs1	-10.6	5.4	-3.2	0.9
CO[C@H]1CN(C)C(=O)c2cc(NS(=O)(=O)c3c(C)noc3C)ccc2OC[C@H](C)NC[C@@H]1C	5.1	/	16.3	0.6
C[C@@H]1CN([C@@H](C)CO)S(=O)(=O)c2ccc(-c3cncnc3)cc2O[C@@H]1CN(C)C	46.2	-0.5	59.3	-0.8
C[C@@H]1CN([C@@H](C)CO)C(=O)c2cc(NC(=O)Nc3ccc4c(c3)OCO4)ccc2O[C@@H]1CN(C)C(=O)Nc1ccccc1	17.8	2.4	-8.1	2.9
C[C@@H]1CN([C@H](C)CO)C(=O)c2cc(-c3ccccc3)cnc2O[C@@H]1CN(C)Cc1ccccc1	71.6	1.2	28.4	-0.7
N#C[C@@H]1N[C@H](CO)[C@@H]1c1ccc(C#CC2CCCC2)cc1	34.2	4.7	28.9	1.5
C[C@@H]1CCCCO[C@@H](CN(C)C(=O)c2ccncc2)[C@@H](C)CN([C@@H](C)CO)C(=O)c2cc(NS(=O)(=O)c3ccccc3)ccc2O1	-38.3	/	30.8	1.0
C[C@@H]1CCCCO[C@H](CN(C)S(=O)(=O)c2ccc(Cl)cc2)[C@@H](C)CN([C@H](C)CO)C(=O)c2cc(NC(=O)C3CCCCC3)ccc2O1	36.5	0.3	-57.9	-1.3
C[C@H](CO)N1C[C@H](C)[C@@H](CN(C)C(=O)Nc2cccc(F)c2)Oc2ncc(Br)cc2C1=O	-1.7	1.0	9.8	-0.2
CC(C)NC(=O)N1CCCCN2[C@H](C1)[C@@H](c1ccc(C#CC3CC3)cc1)[C@@H]2CO	73.6	3.4	-18.1	3.6
Cc1noc(C)c1NC(=O)N(C)C[C@H]1Oc2ncc(C#CC3CCCC3)cc2C(=O)N([C@@H](C)CO)C[C@@H]1C	90.7	-9.0	-4.3	-0.1
C[C@@H]1CN([C@H](C)CO)C(=O)c2cc(NC(=O)CCN3CCOCC3)ccc2O[C@@H]1CN(C)S(=O)(=O)c1ccc(Cl)cc1	2.8	3.2	19.3	1.3
COc1ccc(S(=O)(=O)N(C)C[C@@H]2Oc3ncc(/C=C/c4ccccc4)cc3C(=O)N([C@H](C)CO)C[C@H]2C)cc1	/	3.9	-19.7	-3.9
C[C@@H]1CN([C@H](C)CO)S(=O)(=O)c2ccc(-c3ccccc3)cc2O[C@@H]1CN(C)Cc1cncnc1	69.2	-3.2	35.9	-0.7
CCNC(=O)C[C@H]1CC[C@H](NC(=O)NC2CCCCC2)[C@H](CO)O1	71.8	6.0	-4.5	0.4
COc1ccc(NC(=O)N(C)C[C@@H]2Oc3ncc(C#CCN(C)C)cc3C(=O)N([C@@H](C)CO)C[C@H]2C)cc1	/	0.5	-21.0	5.0
C[C@@H]1CN([C@H](C)CO)C(=O)c2cccc(NC(=O)C3CCOCC3)c2O[C@H]1CN(C)S(=O)(=O)c1cn(C)cn1	-76.4	4.3	22.4	-1.3
Cc1noc(C)c1NC(=O)Nc1ccc2c(c1)CC(=O)N([C@H](C)CO)C[C@H](C)[C@H](CN(C)C(=O)Nc1cccc3ccccc13)O2	-16.6	-7.0	25.4	1.6
COCC(=O)N(C)C[C@H]1Oc2cc(C#CC3CCCC3)ccc2S(=O)(=O)N([C@@H](C)CO)C[C@@H]1C	72.7	/	2.9	-1.5
O=C(CN1CCOCC1)NCC[C@@H]1CC[C@@H](NC(=O)Nc2ccc(Cl)cc2)[C@@H](CO)O1	-25.5	-2.3	0.9	-1.1
C[C@@H]1CN([C@@H](C)CO)C(=O)c2cc(NC(=O)Cc3ccccc3)ccc2O[C@H]1CN(C)Cc1ccncc1	-53.6	-1.6	-3.7	0.4
N#C[C@H]1N[C@H](CO)[C@@H]1c1ccc(C#Cc2cccnc2)cc1	24.6	3.9	-18.1	-2.0
O=C(C1CCCCC1)N1CC2(C1)[C@@H](c1ccccc1)[C@@H](CO)N2Cc1cncnc1	/	-4.0	-66.1	-0.2
COc1ccc(NC(=O)N2CCCCN3[C@H](CO)[C@@H](c4ccc(C5=CCCC5)cc4)[C@H]3C2)cc1	93.0	3.0	-47.6	/
COc1ccc(S(=O)(=O)Nc2ccc3c(c2)C(=O)N([C@@H](C)CO)C[C@@H](C)[C@H](CN(C)C(=O)Nc2ccccc2)OCCCC[C@@H](C)O3)cc1	111.2*	-2.7	-43.8	0.8
O=C(C[C@H]1CC[C@@H]2[C@H](COC[C@@H](O)CN2Cc2ccc(F)cc2)O1)N1CCc2ccccc2C1	53.0	7.2	10.1	0.6
CO[C@H]1CC[C@@H]2CCOc3c(C#N)cccc3C(=O)N(C)C[C@@H](OC)[C@@H](C)C(=O)N(C)C[C@H]1O2	12.6	-3.0	/	-1.9
C[C@H](CO)N1C[C@H](C)[C@H](CN(C)C)Oc2ncc(-c3cccc(C#N)c3)cc2C1=O	31.2	2.9	25.4	9.2

Next part.
SMILES	Tcruzi prolif	C diff growth	Pf Dd2 growth	GASC1 inh
C[C@@H]1CN([C@@H](C)CO)C(=O)c2cc(C3=CCCCC3)cnc2O[C@H]1CN(C)Cc1cccnc1	48.9	-1.9	3.4	1.2
C[C@@H]1CN([C@H](C)CO)C(=O)c2cc(NS(C)(=O)=O)ccc2O[C@H]1CN(C)C(=O)NC1CCCCC1	/	-1.7	-4.9	0.3
COc1ccc(-c2ccc([C@H]3[C@H](CO)N4CCCCN(C(=O)NC(C)C)C[C@@H]34)cc2)cc1	105.2*	-4.4	-4.3	0.6
COCC(=O)N(C)C[C@@H]1Oc2cc(-c3ccncc3)ccc2S(=O)(=O)N([C@H](C)CO)C[C@H]1C	32.3	3.6	-7.9	0.9
C[C@H]1CN([C@@H](C)CO)C(=O)c2cc(C#CC(C)(C)O)cnc2O[C@H]1CN(C)C(=O)CN(C)C	11.8	-1.0	52.9	-0.3
CC(=O)N[C@H]1CC[C@H](CCNC(=O)Nc2ccc(C(F)(F)F)cc2)O[C@H]1CO	29.3	-94.9*	9.2	0.3
C[C@@H]1CCCCO[C@@H](CN(C)S(=O)(=O)c2ccc(F)cc2)[C@H](C)CN([C@@H](C)CO)C(=O)c2cc(NS(=O)(=O)c3ccc(Cl)cc3)ccc2O1	102.7*	7.5	-56.1	-0.3

Bioassay records deposited in PubChem by Broad Institute.
